Screening data as filed in PubChem BioAssay.
Rev-RRE block – HIV-1 Rev-RRE binding inhibitors, primary screen, biochemical, FRET, protein-RNA interaction; Rev peptide-RRE RNA binding; AID 704, 2007; inhibition, % at 8 µM; 0.79% of 97,000 active;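 active means inhibition above the screen-wide mean plus 3 SD, cut at about 35% in these data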;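 further: 0% = median DMSO wells and 100% = median Neomycin B control wells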
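Assay system: Rev peptide and RRE RNA, both fluorescently labelled; times: 5 min preincubation and 15 min binding, 25 °C; detection: FRET, ex 480 nm, em 540 and 671 nm; read-out basis: % inhibition from 671/540 nm acceptor-to-donor ratio, scaled between controls; benchmarks: DMSO low control, neomycin B high control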
FAK blocker – FAK kinase inhibitors, primary screen, biochemical; biochemical FAK kinase activity assay; 0.84% of 97,000 active; Focal adhesion kinase 1 (Homo sapiens), Q05397; inhibition, %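 (tested at 7 µM)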; in the data active means inhibition above about 19%;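 further: 0% = DMSO and 100% = reference compound high control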
F-actin modifier – modifiers of F-actin cytoskeleton organization, primary screen, imaging, HUVEC, phalloidin staining, high-content imaging; inhibition, % at 2 µM; HUVEC TNFa F-actin phalloidin imaging; 0.18% of 91,000 active; AID 836, 2007;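 active means inhibition above the batch mean plus 3 SD and confirmed as a hit by visual image inspection, cut at about 30% in these data, passing the limit was not always enough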; further: strong numbers were not always called active
EphB4 antag – EphB4-ephrin-B2 interaction antagonists, primary screen, biochemical, TNYL-RAW peptide probe, fluorescence polarization; Ephrin type-B receptor 4 (Homo sapiens), P54760; EphB4 LBD / TNYL-RAW-Alexa532 peptide; inhibition, % at 7 µM; 0.15% of 97,000 active;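 active means inhibition above the screen-wide mean inhibition plus 3 SD, cut at about 15% in these data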;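 further: 0% = DMSO wells and 100% = excess unlabeled TNYL-RAW peptide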
Plk1 PBD FP – Plk1 polo box domain binding inhibitors, primary screen, biochemical, fluorescence polarization | Serine/threonine-protein kinase PLK1 (Homo sapiens), P53350 | Plk1 PBD phosphopeptide binding | inhibition, %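 (tested at about 20 µM)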 | 0.13% of 97,000 active | AID 693, 2007; in the data active means inhibition above about 34%, passing the limit was not always enough
LYP act – LYP phosphatase activators, primary screen, biochemical, DiFMUP fluorescence, 2 µM; Tyrosine-protein phosphatase non-receptor type 22 (Homo sapiens), Q9Y2R2; recombinant LYP; 0 = plate median, 100 = signal doubled; activation, % at 2 µM; 0.11% of 96,000 active;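 active means activation at 2 µM above a set limit, the mean plus 5 SD, cut at about 37% in these data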
PTK2B oligo ant – antagonists of Pyk2 self-association, primary screen, Q293 cells, FERM NanoBiT luminescence, HTS. stronger effect = lower value. z-score (the deposit names both 25 µM and 10 µM). 0.83% of 99,000 active;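 active means Z-score of -3 or lower, scaled per plate to the spread of control and sample wells; inactive means z-score above -3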;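 further: negative z-score means lost luminescence so less FERM oligomerization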
Target sequence (Q14289 whole entry, looked up): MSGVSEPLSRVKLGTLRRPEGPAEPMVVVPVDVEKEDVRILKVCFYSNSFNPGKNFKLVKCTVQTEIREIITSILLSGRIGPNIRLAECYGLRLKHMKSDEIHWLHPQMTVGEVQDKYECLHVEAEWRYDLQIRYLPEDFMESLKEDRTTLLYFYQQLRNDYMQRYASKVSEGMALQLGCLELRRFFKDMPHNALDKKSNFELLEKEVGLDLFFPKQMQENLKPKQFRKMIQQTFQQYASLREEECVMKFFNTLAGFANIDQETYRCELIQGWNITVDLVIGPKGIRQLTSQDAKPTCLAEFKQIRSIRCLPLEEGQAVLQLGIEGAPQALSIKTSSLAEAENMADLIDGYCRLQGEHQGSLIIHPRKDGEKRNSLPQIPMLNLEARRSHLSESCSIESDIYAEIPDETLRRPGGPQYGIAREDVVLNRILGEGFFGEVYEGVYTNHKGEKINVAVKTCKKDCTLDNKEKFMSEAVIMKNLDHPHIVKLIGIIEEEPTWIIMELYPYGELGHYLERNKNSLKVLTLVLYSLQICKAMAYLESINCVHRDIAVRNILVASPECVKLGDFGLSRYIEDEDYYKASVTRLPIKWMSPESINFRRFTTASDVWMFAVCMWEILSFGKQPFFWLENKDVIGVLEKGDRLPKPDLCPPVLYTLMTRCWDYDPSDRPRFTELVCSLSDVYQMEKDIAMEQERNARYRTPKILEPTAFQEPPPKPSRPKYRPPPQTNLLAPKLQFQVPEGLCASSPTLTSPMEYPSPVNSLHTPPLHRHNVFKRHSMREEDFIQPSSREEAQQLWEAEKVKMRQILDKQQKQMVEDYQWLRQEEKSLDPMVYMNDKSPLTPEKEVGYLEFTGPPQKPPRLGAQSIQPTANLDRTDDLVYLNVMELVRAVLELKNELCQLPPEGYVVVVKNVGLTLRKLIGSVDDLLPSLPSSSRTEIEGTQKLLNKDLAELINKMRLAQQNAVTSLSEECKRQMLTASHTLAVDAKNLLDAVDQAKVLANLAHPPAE
PLK1 kinase inh – human PLK1 kinase inhibitors, primary screen, biochemical, TR-FRET; recombinant PLK1 kinase, TR-FRET peptide phosphorylation; AID 619, 2007; 0.53% of 97,000 active; Serine/threonine-protein kinase PLK1 (Homo sapiens), P53350; inhibition, % at 10 µM;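 active means inhibition of 50% or more in the single-concentration screen; inactive means inhibition below 50%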;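 further: 0% = DMSO max control and 100% = H-89 dihydrochloride min control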
PTPN22 inh 2 – PTPN22 phosphatase inhibitors, primary screen, biochemical, DiFMUP fluorescence, 2 µM | Tyrosine-protein phosphatase non-receptor type 22 (Homo sapiens), Q9Y2R2 | recombinant LYP catalytic domain | inhibition, % at 2 µM | 0.21% of 96,000 active;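 active means inhibition at 2 µM at or above a set limit, the screen mean plus 3 SD, cut at about 24% in these data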;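 further: 0% = DMSO with enzyme and 100% = enzyme fully blocked by orthovanadate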
An asterisk follows results filed as active; . = not tested or not shown.

item	SMILES	FAK blocker	F-actin modifier	LYP act	PLK1 kinase inh	Plk1 PBD FP	Rev-RRE block	EphB4 antag	PTK2B oligo ant	PTPN22 inh 2
1	Cn1cccc1/C=N/n1cnnc1	0	3	-5	-24	19	6	-2	-0.29	2
2	Cc1cc(C)n(S(=O)(=O)c2ccc(Cl)c(Cl)c2Cl)n1	-2	-6	2	-8	-8	9	2	0.76	-4
3	CC(=O)Nc1cc(C(=O)OCC(=O)c2ccc(Cl)cc2Cl)ccc1C	-2	-31	19	-2	-33	-6	-8	0.58	-13
4	COc1ccc(S(=O)(=O)Nc2ccc(F)c(F)c2)cc1Cl	1	-5	-11	-8	30	2	-1	-1.2	6
5	COc1ccc(C(=O)N/C(=C\c2ccccc2)C(=O)NC(CCSC)C(=O)O)cc1 (stereo not given)	3	-11	-3	-2	-40	1	9	1.4	7
6	COCCNC(=O)c1onc(CSc2ccc(F)c(F)c2)c1C(=O)O	-5	4	7	0	17	0	-9	.	-5
7	O=c1c2ccccc2nc2n1-c1ccccc1CCC2	1	-8	-7	-8	-1	5	-3	0.03	6
8	COc1cc(-c2nc(-c3ccc(Br)o3)no2)cc(OC)c1OC	6	9	-1	0	7	6	8	.	0
9	COc1cc(C(=O)NCC(=O)OCC(=O)c2ccc[nH]2)cc(OC)c1OC	1	1	11	-3	7	0	-11	0.92	-9
10	COc1cc2c(cc1OC)C1(Nc3c-2c(-c2ccccc2)nn3-c2ccccc2)C(=O)Nc2ccccc21 (stereo not given)	5	-17	-11	-11	-14	12	-1	-3.2*	10
11	CCc1ccc2[nH]c(=O)c(C(c3nnnn3Cc3ccccc3)N3CCOCC3)cc2c1 (stereo not given)	3	-42	-5	-8	11	3	0	-0.36	2
12	Cc1cc2cc(CN(Cc3ccc4c(c3)OCO4)C(=O)c3cnccn3)c3nnnn3c2cc1C	3	16	-8	-4	5	-2	-2	-1.8	6
13	CCOC(=O)N1CCN(S(=O)(=O)c2ccc3c(c2)SCC(=O)N3)CC1	0	-11	-5	-2	16	-1	0	0.55	4
14	CC(C)CCNC(=O)CCCOc1cc(=O)n(C)c2ccccc12	3	0	1	-8	-11	5	7	0.81	1
15	c1ccc2c(c1)CCN(CCCNc1nc3ccccc3n3cnnc13)C2	-1	-4	-3	-5	20	4	3	.	1
16	COc1ccc(-n2cc(-c3ccccc3)c3c(N4CCN(CCO)CC4)ncnc32)cc1	1	0	0	-9	-11	2	1	-1.6	-4
17	Cn1c2ccccc2c2nnc(SCc3ccc4nonc4c3)nc21	-6	11	5	1	3	-1	-6	0.15	-3
18	COc1ccc(-c2cc(C(=O)NCc3ccco3)no2)cc1OC	0	.	2	7	-35	6	3	0.85	0
19	COc1cc(C2C(C#N)=C(N)OC3=C2C(=O)CCC3)c([N+](=O)[O-])cc1OC (stereo not given)	-6	18	4	21	-34	48*	0	-0.34	-1
20	CC1CC2(CC(C)(C(=O)CSc3nc4ccccc4s3)OC2=O)C(=O)O1 (stereo not given)	0	-2	21	-14	2	7	-1	-0.18	-22
21	O=C(CCSCCc1ccccn1)Nc1ccc(Cl)cn1	-2	8	6	-13	-15	1	-1	-0.18	-5
22	O=C(NCc1ccco1)C1(c2ccc(Cl)cc2)CCCC1	0	-6	12	-6	-19	5	-3	0.14	-9
23	COc1cccc(OC)c1C(=O)Nc1ccccc1C(=O)N1CCOCC1	-3	6	-4	-10	-10	8	3	1.2	3
24	CCOC(=O)C(CCCOc1ccccc1)C(=O)OCC	-1	12	5	-11	-8	5	1	-0.68	-6
25	COC(=O)c1ccc(C2C(C#N)=C(C)NC3=C2C(=O)CC(C)(C)C3)cc1 (stereo not given)	2	5	4	-6	-14	6	12	-0.83	-5
26	CCSc1nnc(-c2ccc(S(=O)(=O)N3CCCC3)cc2)n1C	-2	-20	7	-11	-21	6	5	0.81	-5
27	Cc1cc(=O)[nH]c(SCc2cccc(F)c2)n1	2	-2	8	7	-2	3	-10	0.61	-5
28	O=C1CCCC2=C1C(c1cccc(Br)c1)n1nc(-c3ccco3)nc1N2 (stereo not given)	7	-10	-8	5	24	6	1	.	7
29	CC(=O)OCc1cc2cccc(C)c2[nH]c1=O	6	34	-9	0	22	2	4	0.57	8
30	N#Cc1cc(C#N)c(N2CCN(c3cccc(Cl)n3)CC2)nc1N	-4	-10	27	16	-40	5	-3	-0.62	-22

Excerpt, compounds 29–30
item	SMILES	FAK blocker	F-actin modifier	LYP act	PLK1 kinase inh	Plk1 PBD FP	Rev-RRE block	EphB4 antag	PTK2B oligo ant	PTPN22 inh 2
29	CC(=O)OCc1cc2cccc(C)c2[nH]c1=O	6	34	-9	0	22	2	4	0.57	8
30	N#Cc1cc(C#N)c(N2CCN(c3cccc(Cl)n3)CC2)nc1N	-4	-10	27	16	-40	5	-3	-0.62	-22

One compound at a time, from the list above.
Results for c1ccc2c(c1)CCN(CCCNc1nc3ccccc3n3cnnc13)C2 : FAK blocker: -1; F-actin modifier: -4; LYP act: -3; PLK1 kinase inh: -5; Plk1 PBD FP: 20; Rev-RRE block: 4; EphB4 antag: 3; PTK2B oligo ant: .; PTPN22 inh 2: 1
Results for CC(=O)OCc1cc2cccc(C)c2[nH]c1=O : FAK blocker: 6; F-actin modifier: 34; LYP act: -9; PLK1 kinase inh: 0; Plk1 PBD FP: 22; Rev-RRE block: 2; EphB4 antag: 4; PTK2B oligo ant: 0.57; PTPN22 inh 2: 8
Results for COc1cc(C(=O)NCC(=O)OCC(=O)c2ccc[nH]2)cc(OC)c1OC : FAK blocker: 1; F-actin modifier: 1; LYP act: 11; PLK1 kinase inh: -3; Plk1 PBD FP: 7; Rev-RRE block: 0; EphB4 antag: -11; PTK2B oligo ant: 0.92; PTPN22 inh 2: -9

Continuation:
item	SMILES	FAK blocker	F-actin modifier	LYP act	PLK1 kinase inh	Plk1 PBD FP	Rev-RRE block	EphB4 antag	PTK2B oligo ant	PTPN22 inh 2
31	Cc1ccc(CSc2nnc(Nc3ccc(C)cc3)s2)cc1	1	-3	-6	-1	-8	10	2	-0.42	6
32	COc1cc(/C=N/NC(=O)CSc2cc(C)c(Br)cc2C)ccc1O	1	-13	6	-7	7	3	1	-2.9	-7
33	Cc1c(NC(=O)C(C)OC(=O)CNC(=O)c2ccccc2)c(=O)n(-c2ccccc2)n1C (stereo not given)	-1	-2	3	-11	7	1	-2	-0.17	-2
34	Cc1csc(NC(=O)C2C3C=CC(C3)C2C(=O)O)n1 (stereo not given)	0	6	-3	-6	2	-4	-1	1.6	4
35	CCn1nc(C(=O)OC(C(=O)c2c[nH]c3ccccc23)c2ccccc2)c2ccccc2c1=O (stereo not given)	2	5	3	-14	-41	5	-5	-1.1	-2
36	COc1ccc2o/c(=N\O)c(C(=O)Nc3ccccc3OC)cc2c1	1	14	7	-5	-7	5	2	0.37	-6
37	COc1ccc(NCCNc2ccc(OC)cc2)cc1	-3	33	5	-8	-11	-1	0	0.49	-8
38	O=C(C1CCCN(S(=O)(=O)c2cnc[nH]2)C1)N1CCN(c2ccc(Cl)cc2)CC1 (stereo not given)	0	-14	-4	-7	10	4	-9	.	3
39	Cc1c(C(=O)NCc2cccnc2)oc2ccc(S(=O)(=O)N3CCCCC3)cc12	-8	7	8	-3	31	1	-1	0.2	-4
40	CCOC(=O)c1nnn(-c2nc(OC)nc(N3CCCC3)n2)c1-c1ccccc1	-4	-3	4	-7	-21	-5	-10	-1.3	-2
41	CC1CCN(c2nncc3ccccc23)CC1	3	-20	5	-2	-3	7	2	0.82	-7
42	CCOc1c(C(N)=O)c(-c2ccccc2)c2c(=O)[nH]c3ccccc3n12	5	15	-7	-6	-2	3	0	-2.9	4
43	Cn1c(C(=O)NCc2ccccn2)cc2c(=O)n3ccccc3nc21	3	8	5	-14	28	3	3	0.35	-5
44	S=c1[nH]nc(-c2ccccc2)n1Cc1ccccc1	-3	-2	18	7	19	4	5	0.72	-20
45	O=C1C2ON(c3ccccc3)C(c3ccncc3)C2C(=O)N1c1ccc(N2CCOCC2)cc1 (stereo not given)	2	5	-1	-25	-4	7	1	.	2
46	CCOc1ccc(C2C(C(=O)c3cccs3)=C(O)C(=O)N2CCCn2ccnc2)cc1 (stereo not given)	1	12	4	48	-9	7	4	.	2
47	CC(Oc1ccc(Cl)cc1Cl)c1nc(-c2ccc(NC(=O)c3ccco3)cc2)no1 (stereo not given)	0	1	0	-4	3	11	0	-1	3
48	CCCNC(=O)c1c(N)n(-c2cccc(OC)c2)c2nc3ccccc3nc12	5	1	-7	-15	-2	15	0	-0.3	6
49	CC1=NCCN1S(=O)(=O)c1cc(Cl)ccc1Cl	-10	-31	9	2	-21	6	1	0.01	-10
50	CN1CCc2nc(SCC(=O)Nc3cccc(F)c3)c(C#N)c(-c3cccs3)c2C1	6	-8	2	-6	-50	56*	-3	-3.1*	2
51	COC(=O)c1ccc(C)c(NC(=O)Cn2cnc3ccccc3c2=O)c1	-2	21	2	3	9	2	-10	-0.59	-3
52	CCOC1CS(=O)(=O)CC1OCC (stereo not given)	-8	3	6	-6	-18	0	0	-0.28	-2
53	N#Cc1ccc(OCC(=O)NCCc2ccc(S(N)(=O)=O)cc2)cc1	-1	12	-12	-4	-13	7	-2	0.11	12
54	O=C(Nc1ccc2c(c1)oc1ccccc12)c1cccnc1	1	-17	1	-10	1	8	1	-0.57	-2
55	FC(F)(F)c1ccccc1Nc1nccs1	4	3	12	-13	-7	0	2	-0.88	-15
56	O=C(CSc1nnnn1Cc1ccccc1)Nc1ccc2c(c1)OCO2	2	15	-9	-12	-18	-5	18*	-1.1	6
57	CC(C)N1CC(C(=O)Nc2ccc(Br)c(Cl)c2)CC1=O (stereo not given)	4	-10	-14	-2	-9	4	2	1.1	11
58	NS(=O)(=O)c1ccc(NC(=O)C2CCCN(S(=O)(=O)c3ccc(F)cc3)C2)cc1 (stereo not given)	-4	2	32	-7	-13	4	5	-0.21	-36
59	CCC1(C)Cc2c(sc3nnn(CC(=O)Nc4ccccc4)c(=O)c23)CO1 (stereo not given)	-1	4	-1	-5	-15	6	0	-1.4	5
60	CCCCn1c(SCC(=O)NCc2cccs2)nc2c1c(=O)n(C)c(=O)n2C	7	.	-1	-11	-11	8	1	0.18	0
